Bioassay records as filed in PubChem BioAssay.
CCR6 antag: CCR6 receptor antagonists, primary screen, cell-based, CHO-K1, luminescence, beta-arrestin, uHTS; CHO-K1 CCR6 PathHunter beta-arrestin, CCL20-stimulated; inhibition, % at 20 µM; actives 0.49% (n = 340,000); AID 493098, 2011;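 active = compounds whose inhibition of the agonist-driven luminescence signal at 20 µM reaches about 50%, limit read from the data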;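 note: cells stimulated with CCL20 at 14 nM final; plate controls were DMSO with CCL20 for no effect and DMSO without agonist for full effect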
UPR CHOP act: activators of apoptotic CHOP UPR arm, primary screen, cell-based, CHO-CHOP luciferase reporter, luminescence, uHTS; UPR activation; percent of tunicamycin response over DMSO baseline; activation, % at 10 µM; actives 0.34% (n = 330,000); AID 449763, 2010;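 active = at 10 µM dose, activation of 40% or more, normalized to positive control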;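 note: 100% = tunicamycin at 10 µg/mL and 0% = DMSO alone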
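Assay system: CHO cells with stable CHOP pathway luciferase reporter; Buffer or medium: F12 plus 10% serum; Times: 16-18 h cell attachment, then 6 h compound exposure, 37 °C; Signal: luciferase luminescence; Read-out basis: percent activation relative to tunicamycin control; Control set: tunicamycin high control, DMSO low control.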
Mdm2-MdmX inh: inhibitors of human Mdm2-MdmX association, primary screen, cell-based, luminescence, split luciferase, SaOS-2, uHTS; inhibition, % at 8 µM; SaOS-2 split-luciferase Mdm2/MdmX complementation; Protein Mdm4 (Homo sapiens) + E3 ubiquitin-protein ligase Mdm2 (Homo sapiens), …; actives 3% (n = 330,000);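 active = inhibition of at least 50% at 8 µM in the primary screen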
Target sequence (O15151 whole entry, looked up): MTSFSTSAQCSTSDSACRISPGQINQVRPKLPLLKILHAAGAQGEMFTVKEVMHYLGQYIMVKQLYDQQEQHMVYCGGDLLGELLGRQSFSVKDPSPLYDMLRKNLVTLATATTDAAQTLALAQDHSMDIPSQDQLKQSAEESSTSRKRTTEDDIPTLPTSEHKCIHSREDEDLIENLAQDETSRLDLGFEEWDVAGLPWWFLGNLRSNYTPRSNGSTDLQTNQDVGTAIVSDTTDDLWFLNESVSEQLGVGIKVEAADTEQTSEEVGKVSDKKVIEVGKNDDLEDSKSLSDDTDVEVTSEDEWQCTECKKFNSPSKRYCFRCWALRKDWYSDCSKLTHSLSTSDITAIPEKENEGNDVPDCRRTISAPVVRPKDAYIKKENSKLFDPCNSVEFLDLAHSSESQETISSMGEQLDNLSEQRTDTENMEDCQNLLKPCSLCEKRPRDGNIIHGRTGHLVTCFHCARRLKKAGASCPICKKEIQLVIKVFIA
Target sequence (Q00987 whole entry, looked up): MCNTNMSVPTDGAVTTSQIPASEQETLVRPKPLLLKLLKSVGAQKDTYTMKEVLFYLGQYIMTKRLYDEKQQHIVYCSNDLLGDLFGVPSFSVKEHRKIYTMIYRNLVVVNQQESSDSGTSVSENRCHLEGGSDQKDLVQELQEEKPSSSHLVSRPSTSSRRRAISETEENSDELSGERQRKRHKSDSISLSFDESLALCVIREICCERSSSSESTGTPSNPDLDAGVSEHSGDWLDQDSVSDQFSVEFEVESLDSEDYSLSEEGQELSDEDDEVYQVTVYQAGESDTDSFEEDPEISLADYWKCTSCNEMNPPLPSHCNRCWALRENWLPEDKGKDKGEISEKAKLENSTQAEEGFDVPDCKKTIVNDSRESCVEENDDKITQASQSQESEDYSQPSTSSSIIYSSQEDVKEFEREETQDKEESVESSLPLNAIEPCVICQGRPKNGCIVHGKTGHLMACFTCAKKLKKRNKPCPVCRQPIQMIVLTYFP
Jurkat NFkB inh: inhibitors of induced NF-kB luciferase reporter, primary screen, TCR NF-kB activation inhibitor project, cell-based, luminescence, uHTS. actives 0.53% (n = 330,000). AID 435003, 2010. inhibition, % at 4 µM. Jurkat, PMA/ionomycin-induced NF-kB luciferase reporter; in the data active = inhibition above about 50%
697 NFkB inh: inhibitors of PMA/ionomycin-induced NF-kB reporter, 697 cells, primary screen, B-cell NF-kB inhibitor project, cell-based, luminescence, uHTS; actives 0.33% (n = 330,000); 697 B-cell NF-kB luciferase reporter, 16 h; inhibition, % at 4 µM; in the data active = inhibition above about 35%
Gli-Sufu antag: Gli-Sufu pathway antagonists, primary screen, luciferase luminescence, Sufu-KO-LIGHT cells, uHTS; Sufu-KO-LIGHT fibroblasts, Gli luciferase reporter luminescence; inhibition, % at 5 µM; actives 0.74% (n = 340,000); AID 588413, 2011;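 active = inhibition above about 55%, limit read from the data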;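 note: 0% = DMSO-treated cells and 100% = wells with medium but no cells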
EBI2 antag: EBI2 receptor antagonists, beta-arrestin recruitment, primary screen, cell-based, luminescence, 7a,25-OHC stimulation, uHTS | G-protein coupled receptor 183 (Homo sapiens), P32249 | 7a,25-OHC stimulated | inhibition, % at 5 µM | actives 0.81% (n = 360,000) | AID 651636, 2012; in the data active = inhibition above about 38%;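 note: enzyme fragment complementation signal reports receptor beta-arrestin coupling in cells; 0% = agonist plus DMSO wells and 100% = wells without agonist; some results beyond the cut were filed as inactive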
XBP1 UPR activ: activators of adaptive XBP1 UPR arm, primary screen, cell-based, CHO-XBP1 luciferase reporter, luminescence, uHTS. IRE1-XBP1 UPR activation; percent of tunicamycin response, DMSO as zero. activation, % at 20 µM. actives 0.33% (n = 330,000);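 active = versus positive control, 20 µM dose yields 30% or more activation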;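 note: 100% = tunicamycin at 10 µg/mL and 0% = DMSO only wells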
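Material: CHO-XBP1 cells stably carrying IRE1-XBP1-driven luciferase reporter / Amount: 1000 cells per well / Compound: 20 µM, 1% DMSO / Times: 6 h treatment, 37 °C / Detection: luciferase luminescence / Measure: % activation of reporter signal versus tunicamycin and DMSO controls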
CXCR6 block: CXCR6 receptor inhibitors, primary screen, cell-based, beta-arrestin, luminescence, CHO-K1 PathHunter, 1536-well; inhibition, % at 20 µM; AID 602244, 2012; actives 0.36% (n = 360,000); C-X-C chemokine receptor type 6 (Homo sapiens), O00574; in the data active = inhibition above about 34%, passing the limit was not always enough;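 note: antagonist mode with CXCL16 agonist at 10 nM final; 0% = 10 nM CXCL16 with DMSO and 100% = unstimulated wells without agonist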
* marks the source's active call; other numbers are inactive results; · = no result given.

SMILES	CCR6 antag	UPR CHOP act	Mdm2-MdmX inh	Jurkat NFkB inh	697 NFkB inh	Gli-Sufu antag	EBI2 antag	XBP1 UPR activ	CXCR6 block
CCOC(=O)[C@@H]1[C@H]2COc3cc(OC)ccc3[C@@H]2N2C(=O)N(c3ccc(Cl)cc3)C(=O)[C@]12C	12	-1.1	-10	2	-7	11	16	0	-8
OCc1nnc2c3ccccc3c(-c3ccccc3)nn12	14	-1.5	16	4	0	0	6	-1	9
Cc1ccc(C(=O)Nc2cc(C(F)(F)F)ccc2N2CCCCC2)cc1[N+](=O)[O-]	18	0.9	17	3	6	-5	0	-5	12
Cc1ccccc1N(CC(=O)NCC1CCCO1)C(=O)CNS(=O)(=O)c1ccc(F)cc1 (stereo not drawn)	2	2.5	23	-2	8	-1	-2	-3	2
COC(=O)c1cc(S(=O)(=O)NCc2ccccc2)c[nH]1	4	0.8	4	1	0	10	0	2	-10
Cc1cccn2c(=O)c3cc(C(=O)NC4CCCCC4)n(C)c3nc12	1	7.1	48	17	-19	-7	12	15	10
CC1(C)NC(=O)N(CCCOc2ccc(Br)cc2Cl)C1=O	-3	2.3	-54	-45	-66	-42	5	6	-8
Cc1ccc(NC(=O)COC(=O)C(NS(=O)(=O)c2ccc(Cl)cc2)C(C)O)cc1 (stereo not drawn)	1	0.1	8	4	-3	-11	-2	-3	-1
O=C(Nc1ccc(O)cc1)/C(=C\c1cccs1)NC(=O)c1ccccc1	8	-0.3	-22	7	6	-8	0	-3	1
O=C(CCc1nc2ccccc2[nH]1)Nc1ccc2c(c1)OCO2	2	3.5	29	-9	-1	-6	2	2	-2
CCCOc1ccc(-c2c(C(=O)N/N=C/C3CC=CCC3)nnn2-c2nonc2N)cc1 (stereo not drawn)	-5	1.6	-19	2	-6	-13	8	-7	-2
COC(=O)c1ccccc1NC(=O)Nc1c(C)n(C)n(-c2ccccc2)c1=O	5	2.1	12	11	9	-21	-7	-2	-1
COC(=O)Cn1c(O)c(N=NC(=O)CNC(=O)c2ccncc2)c2ccccc21	18	-0.6	25	4	9	49	-11	1	4
O=c1oc2c(Cl)cc(Cl)cc2cc1-c1nnc(Nc2ccccc2F)s1	·	1.7	-10	-12	3	·	·	-1	·
CCCCn1c(N)c(N(CCC(C)C)C(=O)CSc2nnc(C)s2)c(=O)[nH]c1=O	14	-2.1	7	13	-20	-6	-3	1	3
O=C1c2ccccc2C(=O)c2c1ncn2-c1ccccc1	-1	2.6	4	7	-14	·	-18	2	-14
Cc1noc(NS(=O)(=O)c2ccc(NC(=O)C(F)(F)F)cc2)c1C	9	2.0	15	-4	-6	2	-2	-5	16
CC(C)n1cc(CN2CCC(C(=O)Nc3cccc(-c4cccc(Cl)c4)c3)CC2)cn1	-1	2.3	99*	-9	13	29	-8	2	2
Cc1cc(C)n(-c2nc(C(=O)O)cs2)n1	19	0.9	-1	10	15	13	-16	-2	-1
COc1ccccc1N(CC(=O)NC1CCCC1)C(=O)CCCC(=O)Nc1ccccn1	8	-1.7	-11	-13	-31	-4	-14	-7	-10
Cc1onc(-c2c(Cl)cccc2Cl)c1COC(=O)c1ccc(Cl)cc1[N+](=O)[O-]	10	-1.3	19	12	2	8	-4	-1	-5
O=C(c1cccc(Cl)c1)N1CCN(C(=O)c2ccco2)CC1	15	-2.5	0	3	12	-17	-13	-3	6
Cc1cc2c(c(=O)n1Cc1cccnc1)C(c1cccs1)C(C#N)=C(N)O2 (stereo not drawn)	0	0.9	8	11	9	-1	-14	-1	4
Cc1ccsc1C(=O)NNC(=O)c1ccccc1F	10	3.2	-19	-48	-74	-56	-8	1	6
O=C(CCCNC(=O)c1ccc(Cl)cc1)Nc1ccccc1F	16	1.2	-3	0	16	7	0	-2	-6
COc1ccc2c(c1)C(=O)CC(O)(C(F)F)O2 (stereo not drawn)	2	0.1	-6	-2	4	6	9	-5	-13
COc1ccc(C(=Cc2ccccc2)C(=O)O)cc1	6	·	·	·	·	4	-9	·	-7
COC(=O)c1ccc(NC(=O)CSc2n[nH]c(-c3ccncc3)n2)cc1	-7	-0.5	-19	5	8	2	-12	-5	10
O=C(Nc1ccccc1)c1ccc(Br)o1	2	4.6	-21	-30	10	-13	-1	4	0
CC(C)c1cc(=O)n2[nH]c(N)nc2n1	-2	-2.1	-7	-23	-7	5	-17	0	1
O=C(NCC(c1ccco1)N1CCCC1)c1cc(S(=O)(=O)N2CCOCC2)ccc1Cl (stereo not drawn)	1	0.3	6	1	12	-1	-2	2	-2
COc1ccc(NC(=O)N2CCCc3ccccc32)cc1	12	3.8	12	-8	9	-10	4	-3	-5
COc1ccc(NC(=O)Cn2nc(C)c([N+](=O)[O-])c2C)cn1	-8	0.6	25	4	14	2	-4	0	8
Cc1ccsc1/C=C(\C#N)C(=O)NCc1cccnc1	-5	4.8	9	11	5	3	-1	0	1
CCOC(=O)c1c(-c2ncc(C(F)(F)F)cc2Cl)noc1C	15	-0.8	-23	4	9	-5	6	-2	-5
CC(C(=O)Nc1ccc(S(N)(=O)=O)cc1)N1CCc2ccccc21 (stereo not drawn)	12	-2.2	0	-4	0	32	-4	-2	0
O=C(Oc1ccc(C(=S)N2CCOCC2)cc1)c1cc([N+](=O)[O-])cc([N+](=O)[O-])c1	-4	-0.6	-16	3	-3	15	1	-1	-19
C[C@]12CC[C@@H]3c4ccc(O)cc4[C@@H](O)C[C@H]3[C@@H]1CC[C@@H]2O	·	1.7	-14	2	-9	·	·	-2	·
CCCCCC(=O)N1CC2(CC(c3cccc(NC(=O)c4ccccc4)c3)=NO2)C[C@@H]1C(N)=O (stereo partly drawn)	16	1.0	10	-5	7	17	-1	0	-9
N#CCCN(Cc1cccnc1)C(=O)Nc1cccc(Cl)c1	-12	-1.0	24	3	4	5	1	-1	0
C=CCN=c1scc(-c2ccc3c(c2)NC(=O)CO3)n1/N=C(\C)c1ccccn1	47	·	·	·	·	41	39	·	21
O=C(CN1C(=O)C2C3CC(C(Br)C3Br)C2C1=O)N1CCOCC1 (stereo not drawn)	10	0.8	-2	-1	2	5	-8	-1	-4
CCOCCCn1c(C)nc2c(c1=O)c1nc3ccccc3nc1n2-c1ccc2c(c1)OCCO2	4	5.3	36	3	13	-11	·	-5	·
O=C(CN1C(=O)NC2(CCSC2)C1=O)N1CCN(c2ccc(F)cc2)CC1 (stereo not drawn)	-14	-0.9	-22	-4	6	-3	-5	1	1
CC(C)C[C@@H](COc1ccccc1)N1CCN(C)CCC1=O	11	-1.0	8	-14	1	-1	-6	3	4
CC(/C=N\NC(=O)c1cc(C)oc1C)=C\c1ccccc1	12	6.2	-41	-33	-19	-61	10	0	-11
Cc1nc2cc(-c3ccc(Br)cc3)[nH]n2c(=O)c1Cl	-28	7.3	7	-24	-102	-27	-3	-2	3
Cc1ccsc1C(=O)OCC(=O)NCc1ccco1	13	-0.1	-6	9	12	3	1	-1	6
c1ccc2c(N3CCCCC3)nc(N3CCCC3)nc2c1	9	-0.5	29	1	-44	27	9	1	-1
CCOc1ccc(C(C(=O)NC2CCCCC2)N(C(=O)c2ccccn2)c2cccnc2)cc1 (stereo not drawn)	-2	0.5	-24	7	14	6	-4	-3	9
CCN(Cc1ccccc1)S(=O)(=O)c1cn(C)cn1	8	1.1	-8	-24	-53	-43	-5	-2	0
CC(=O)c1c(C)[nH]c(C(=O)OCC(=O)NCc2ccc(Cl)cc2)c1C	1	-3.6	31	12	-14	4	8	-2	-8
CCOc1ccc(-c2cc(CCCC(=O)Nc3cc(OC)ccc3OC)no2)cc1	2	-3.2	-16	2	32	13	1	-1	-7
O=C(NCCc1nc(-c2ccccc2Cl)no1)C1CCCCC1	11	-1.6	-18	6	5	20	-1	-1	-3
COCC(C)n1c(SCC(=O)NC(=O)NCc2ccccc2)nc2ccccc2c1=O (stereo not drawn)	13	-1.0	11	-3	-29	2	-2	-2	-5
Clc1cccc(-c2cc3nc4c(c(N5CCN(c6cnccn6)CC5)n3n2)CCCC4)c1	1	3.8	25	-29	-88	10	22	-3	11
CCOc1cc(C(=O)OCC(=O)c2c(N)n(C)c(=O)n(C)c2=O)cc(OCC)c1OCC	10	2.6	-12	-4	-25	5	-12	0	3
COc1ccc2nc(/C=N/NC(=O)[C@H](CCSC)NC(=O)OC(C)(C)C)ccc2c1	2	0.7	-2	32	-11	1	-5	-1	-2
CN1C(C(=O)NCC2CC2)CC2Cn3c(nc4cc5ccccc5cc43)C21 (stereo not drawn)	-5	1.5	-5	8	17	0	-1	-1	2
OCC[C@@H]1C[C@@H](O)[C@H](O)[C@]2(CCCCO2)O1	-1	-1.7	-9	15	16	1	1	-1	-6
Following part.
SMILES	CCR6 antag	UPR CHOP act	Mdm2-MdmX inh	Jurkat NFkB inh	697 NFkB inh	Gli-Sufu antag	EBI2 antag	XBP1 UPR activ	CXCR6 block
CSc1nc2n(n1)C(c1cccs1)C1=C(CCCC1=O)N2 (stereo not drawn)	8	-1.0	-3	-22	20	5	2	-1	-14
CC(NC(=O)CN1c2cccc3cccc(c23)S1(=O)=O)c1ccc(S(N)(=O)=O)cc1 (stereo not drawn)	3	-1.8	12	10	17	4	-1	-1	-1
Nc1nonc1C(=O)NCCNC(=O)c1ccccc1F	-7	1.1	-5	6	-4	-1	-4	-2	-9
CCc1ccc(-n2c(=O)c3c(C)c(C)sc3n(CC(=O)NCC3CCCO3)c2=O)cc1 (stereo not drawn)	-1	6.9	18	16	-3	3	-2	-2	16
COc1ccccc1C(=O)c1nc2ccccc2n1C	7	-1.2	15	-10	3	-5	-11	1	-5
OCCN1CCN(c2ncnc3scc(-c4ccc(F)cc4)c23)CC1	14	-0.6	-4	3	-2	0	2	-4	3
O=C(CCNC(=O)c1ccco1)Nc1cccc(C(F)(F)F)c1	4	0.4	6	-5	12	-9	-5	3	4
COc1ccc(S(=O)(=O)N2CCOCC2)cc1NC(=O)c1sccc1C	2	0.3	5	5	16	-3	-1	0	-7

Arranged by count of non-hydrogen atoms (lowest first): some entries from above.
SMILES	CCR6 antag	UPR CHOP act	Mdm2-MdmX inh	Jurkat NFkB inh	697 NFkB inh	Gli-Sufu antag	EBI2 antag	XBP1 UPR activ	CXCR6 block
CSc1nc2n(n1)C(c1cccs1)C1=C(CCCC1=O)N2 (stereo not drawn)	8	-1.0	-3	-22	20	5	2	-1	-14
COc1ccc(S(=O)(=O)N2CCOCC2)cc1NC(=O)c1sccc1C	2	0.3	5	5	16	-3	-1	0	-7
CC(NC(=O)CN1c2cccc3cccc(c23)S1(=O)=O)c1ccc(S(N)(=O)=O)cc1 (stereo not drawn)	3	-1.8	12	10	17	4	-1	-1	-1
CCc1ccc(-n2c(=O)c3c(C)c(C)sc3n(CC(=O)NCC3CCCO3)c2=O)cc1 (stereo not drawn)	-1	6.9	18	16	-3	3	-2	-2	16

An unsorted share of the library. Share with any hit: about 5%.
